STK33 inh – blocks human STK33 kinase activity; Q9BYT3; purified STK33, MBP phosphorylation, ADP-Glo luminescence; inhibition, % at 10 µM; 320,000 compounds, 0.073% hits; AID 2661;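 active means inhibition at or above 25%, using the most active replicate where run in duplicate; inactive means inhibition below 25%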
Target sequence (Q9BYT3 whole entry, looked up): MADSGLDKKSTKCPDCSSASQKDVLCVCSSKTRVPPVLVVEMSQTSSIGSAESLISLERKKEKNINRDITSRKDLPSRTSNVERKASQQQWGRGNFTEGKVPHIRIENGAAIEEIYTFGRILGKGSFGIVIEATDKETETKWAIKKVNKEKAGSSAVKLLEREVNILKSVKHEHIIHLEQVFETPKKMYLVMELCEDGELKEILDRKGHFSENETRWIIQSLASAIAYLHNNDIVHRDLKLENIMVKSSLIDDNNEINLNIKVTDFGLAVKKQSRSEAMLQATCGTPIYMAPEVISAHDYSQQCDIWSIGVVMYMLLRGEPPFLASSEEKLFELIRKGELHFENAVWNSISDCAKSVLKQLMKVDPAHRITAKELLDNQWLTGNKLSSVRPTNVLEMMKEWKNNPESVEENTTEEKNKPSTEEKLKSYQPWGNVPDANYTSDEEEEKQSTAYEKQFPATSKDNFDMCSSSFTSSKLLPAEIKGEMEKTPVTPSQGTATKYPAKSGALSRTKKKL
Kir21 block – blocks the mouse Kir2.1 inward-rectifier potassium channel | B-score at 10 µM | HEK293-Kir2.1, FluxOR thallium flux fluorescence; hits give low values | AID 1672 | 310,000 compounds, 0.85% hits;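 active means fluorescence ratio B-score at or below minus 3 SD of library scores, with starting-brightness B-score within 2 SD, cut at about -4.2 in these data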;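 further: channel flux triggered by added potassium and thallium sulfate stimulus; B-score of peak minus minimum fluorescence over baseline after thallium stimulus; more negative B-score means stronger Kir2.1 block with less thallium influx; some compounds called inactive have numbers as strong as hits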
Target sequence (P35561 whole entry, looked up): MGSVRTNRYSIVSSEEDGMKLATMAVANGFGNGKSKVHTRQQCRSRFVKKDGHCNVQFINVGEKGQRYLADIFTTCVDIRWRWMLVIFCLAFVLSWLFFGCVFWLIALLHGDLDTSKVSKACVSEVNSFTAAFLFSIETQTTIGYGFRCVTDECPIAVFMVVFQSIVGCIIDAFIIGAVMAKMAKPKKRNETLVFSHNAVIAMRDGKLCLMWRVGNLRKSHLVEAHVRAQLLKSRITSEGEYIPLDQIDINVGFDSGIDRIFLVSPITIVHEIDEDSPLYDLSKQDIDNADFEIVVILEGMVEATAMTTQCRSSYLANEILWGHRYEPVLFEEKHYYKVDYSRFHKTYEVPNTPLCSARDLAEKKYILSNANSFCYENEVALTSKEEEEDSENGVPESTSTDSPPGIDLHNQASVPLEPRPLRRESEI
Numbers without * were called inactive; x = no result given.

STK33 inh | Kir21 block | Structure
0.6 | -0.25 | CCOC(=O)Nc1ccccc1C(=O)N1CCOCC1
1.2 | -1.19 | S=c1[nH]nc(-c2ccco2)n1/N=C/c1cccs1
-1.0 | 1.14 | NC(=O)c1ccc(-n2nnnc2SCC(=O)Nc2ccccc2F)cc1
-0.2 | x | COC(=O)CNC(=O)CN1C(=O)N(c2ccccc2)C(N(O)C(=O)Nc2ccccc2)C1(C)C (stereo not given)
0.0 | -2.57 | NC1=NS(=O)(=O)NC1c1cccc(Cl)c1 (stereo not given)
-0.2 | 0.04 | Cc1cccc(OCC(O)CN2CCN(C3CCCCC3)CC2)c1 (stereo not given)
7.6 | -0.37 | COc1ccccc1NCC(O)COc1ccc(C(C)(C)C)cc1 (stereo not given)
-0.2 | -1.93 | O=C(NC1CCCCC1)c1ccc(CNc2nc(=S)[nH]c3ccccc23)cc1
-2.1 | 0.92 | O=C(NCC(c1cccs1)N1CCOCC1)c1cc(=O)[nH]c2ccccc12 (stereo not given)
2.2 | 0.48 | O=C1NC(=O)/C(=C\c2ccc(Oc3cnccn3)cc2)S1
1.4 | -1.83 | Cc1cccc(Nc2nc(N)nc(CN3CCN(Cc4ccc5c(c4)OCO5)CC3)n2)c1
0.2 | -0.5 | CN(c1cccc(NC(=O)Nc2cccc(Cl)c2)c1)S(C)(=O)=O
-1.0 | 0.3 | COCCSc1ccccc1C(=O)N1CCN(Cc2ccc3c(c2)OCO3)CC1
-0.6 | -0.1 | CCOc1ccc2c(c1)-c1c(ssc1=S)C(C)(C)N2C(=O)c1ccco1
1.5 | -0.7 | CC1CCN(C(=O)CCS(=O)(=O)c2cc3c(cc2Cl)NC(=O)CO3)CC1
0.7 | 0.63 | CC(C)c1ccc(CNC(=O)C(=O)NCC2CCCO2)cc1 (stereo not given)
-0.3 | -0.16 | COCc1c(N)c(C)nc(Cl)c1C#N
-4.2 | 0.19 | CCc1c(O)nc(SC2CC(=O)N(c3ccc(F)c(Cl)c3)C2=O)[nH]c1=O (stereo not given)
-0.7 | x | Cc1ccc(S(=O)(=O)N2CCN(C(=O)COC(=O)COc3cccc(C(F)(F)F)c3)CC2)c(C)c1
-1.3 | -0.33 | COc1ccc(CCNc2cc(C)nc3c(-c4ccccc4OC)cnn23)cc1OC
0.3 | 0.64 | O=C(O)C1CCN(S(=O)(=O)c2ccc(Oc3ccccc3)cc2)CC1
-1.3 | 0.22 | Cc1ccc(CONC(=O)c2ccc(OC(F)F)cc2)cc1
-1.6 | 0.81 | CSc1nc(SCCN(C)C)c2c3c(sc2n1)COC(C)(C)C3
-0.9 | x | COc1ccc(-c2nn(Cc3ccccc3)cc2C(=O)N2CCN(c3ncccn3)CC2)cc1
0.3 | 0.24 | Cc1cccc(NC(=O)C(=O)NCC2CCCN2S(=O)(=O)c2ccccc2)c1 (stereo not given)
-0.3 | 0.91 | C=C(C)C(=O)Nc1cccc(C2=NOC3(C2)C[C@@H](C(N)=O)N(C(=O)CC(c2ccccc2)c2ccccc2)C3)c1 (stereo not given in full)
-4.1 | 0.52 | CCC(C)(C)NC(=O)CN(C(=O)CCC(=O)Nc1cc(C)ccn1)c1ccc2c(c1)OCO2
-1.2 | -0.13 | CN(CCCNC(=O)c1ccc(/C=N/O)nc1)CCCN(C)Cc1ccccc1
-0.5 | x | COc1cc(C=NNC(=O)Cn2nc(C)cc2C)ccc1OC(=O)C1CC1
-2.6 | -0.02 | O=C(N=Nc1c(O)n(C2OC(=O)c3ccccc32)c2ccccc12)c1ccco1 (stereo not given)
-1.3 | -0.35 | Cc1[nH]c2ccccc2c1/C=C(\C#N)C(=O)NCC1CCCO1 (stereo not given)
-1.1 | -1.35 | COc1cccc(NC(=O)Cn2c(CCC(=O)O)ccc2-c2ccc(C)cc2)c1
-0.9 | -0.1 | CC(Oc1cc(Cl)ccc1Cl)C(=O)N/N=C\c1ccnn1C (stereo not given)
-2.2 | -0.11 | COc1ccccc1N(CC(=O)NCc1ccc(F)cc1)C(=O)CCC(=O)Nc1ccccn1
2.2 | x | COc1cc(/C=C/C(=O)OCC(=O)NCc2ccc(F)cc2)ccc1O
-0.8 | 0.15 | CC(=O)N1CCN(CCN=CC2=C(O)CC(c3cccs3)CC2=O)CC1 (stereo not given)
0.0 | 0.65 | O=C(Nc1ccccc1-c1ccccc1NC(=O)c1ccco1)c1ccco1
-1.4 | 0.38 | CN(CCCN1CCOCC1)C(=O)c1cc(COc2cccc(C(F)(F)F)c2)on1
-0.5 | 0.63 | O=C(COC(=O)Cn1cnc2ccccc21)NCCCc1ccccc1
x | 0.78 | COc1ccc(-c2ccc(S(=O)(=O)N3CCCC3)cc2)cc1
-2.9 | 0.08 | Cc1cc(C)n(CC(=O)NCCC2=CCCCC2)n1
-0.7 | -0.24 | Cc1nnc(NC(=O)CSc2nnc(CC(=O)Nc3ccccc3C)n2C)s1
-2.3 | x | CCN(CC)CCN1C(=O)C(=O)/C(=C(/O)c2c(C)[nH]c(C(=O)OC)c2C)C1c1cccnc1 (stereo not given)
-1.4 | -0.97 | CCOC(=O)CSc1nc2ccccc2c(=O)n1-c1ccc(C)cn1
-0.2 | 0.02 | CC1(C)CC(=O)NC=C(c2ccccc2)C1
1.0 | -0.2 | O=C(c1ccccc1)c1cccn1CC(=O)N1CCCCCC1
0.0 | 0.06 | Cc1cc(=O)[nH]c(Nc2cccc(F)c2)n1
-0.6 | 1.41 | CC(C)(C)c1ccc(C(=O)NNC(=O)CCc2ccccc2)cc1

Part of the list above in order of count of non-hydrogen atoms, smallest number first:
STK33 inh | Kir21 block | Structure
0.0 | 0.06 | Cc1cc(=O)[nH]c(Nc2cccc(F)c2)n1
-2.9 | 0.08 | Cc1cc(C)n(CC(=O)NCCC2=CCCCC2)n1
-0.9 | -0.1 | CC(Oc1cc(Cl)ccc1Cl)C(=O)N/N=C\c1ccnn1C (stereo not given)
1.0 | -0.2 | O=C(c1ccccc1)c1cccn1CC(=O)N1CCCCCC1
-0.6 | 1.41 | CC(C)(C)c1ccc(C(=O)NNC(=O)CCc2ccccc2)cc1
-1.4 | -0.97 | CCOC(=O)CSc1nc2ccccc2c(=O)n1-c1ccc(C)cn1
-0.8 | 0.15 | CC(=O)N1CCN(CCN=CC2=C(O)CC(c3cccs3)CC2=O)CC1 (stereo not given)
0.0 | 0.65 | O=C(Nc1ccccc1-c1ccccc1NC(=O)c1ccco1)c1ccco1
-2.6 | -0.02 | O=C(N=Nc1c(O)n(C2OC(=O)c3ccccc32)c2ccccc12)c1ccco1 (stereo not given)
-1.4 | 0.38 | CN(CCCN1CCOCC1)C(=O)c1cc(COc2cccc(C(F)(F)F)c2)on1
-2.3 | x | CCN(CC)CCN1C(=O)C(=O)/C(=C(/O)c2c(C)[nH]c(C(=O)OC)c2C)C1c1cccnc1 (stereo not given)
-2.2 | -0.11 | COc1ccccc1N(CC(=O)NCc1ccc(F)cc1)C(=O)CCC(=O)Nc1ccccn1

Following part:
STK33 inh | Kir21 block | Structure
-2.0 | 0.16 | CCOc1ccc(N(C(C)C(=O)NCc2ccco2)S(C)(=O)=O)cc1 (stereo not given)
-1.6 | 1.05 | O=C(CSc1ccc(Cl)cc1)NC1=NN(c2ccccc2)C(=O)C1
-0.1 | 1.21 | Cc1ccc(OCC(=O)N2c3ccccc3NC(=O)C2(C)C)c([N+](=O)[O-])n1
0.6 | -0.01 | COc1ccc(-c2nnn(CC(=O)N(CC(=O)NC3CCCC3)Cc3cccs3)n2)cc1OC
0.0 | x | NC(=O)c1ccsc1NC(=O)COC(=O)Cc1ccccc1Cl
-0.4 | -1.12 | COc1ccccc1NC(=O)c1ccc2c(c1)C(=O)N(c1ccccc1OC)C2=O
-1.5 | 1.49 | N#Cc1c2n(c(=O)[nH]c1=O)CCCCC2
-1.7 | -0.21 | Cc1ccc(CN(C(=O)COc2ccc([N+](=O)[O-])cc2)C2CCS(=O)(=O)C2)o1 (stereo not given)
-1.4 | -0.66 | COc1ccc(Cl)cc1S(=O)(=O)Nc1ccc2c(c1)n(C)c(=O)n2C
-1.5 | -0.56 | Cc1ccc(C(=O)C(C)[n+]2cccc(C(N)=O)c2)cc1 (stereo not given)
-1.2 | -0.54 | S=c1[nH]c(-c2ccccc2)cn1/N=C/c1ccccc1Br
-2.2 | -1.33 | COc1ccccc1NS(=O)(=O)c1cccs1
-1.1 | -0.26 | Cc1ccc(C)c(S(=O)(=O)N2CCN(CC(=O)Nc3ccc([N+](=O)[O-])cc3)CC2)c1
-4.6 | -1.74 | CCn1c(SCc2cccc(C(F)(F)F)c2)nnc1-c1ccco1
-0.1 | -0.35 | COCCn1c(SCC(=O)N2CCCCC2)nc2c(c1=O)SC(C)C2 (stereo not given)
0.8 | -1.38 | c1ccc(-c2cn3nc4c(nc3n2)CCCC4)cc1
1.7 | -0.42 | COc1ccc(S(=O)(=O)N2CCN(C(=S)NCC3CCCO3)CC2)cc1OC (stereo not given)
x | -2 | CCN1CCN(C(c2ccc(OC)cc2)c2nnnn2Cc2ccc3c(c2)OCO3)CC1 (stereo not given)
x | 0.77 | Cc1ccc(-c2cc(-c3nnc(SCC(=O)NC(C)C(C)C)n3N)c3ccccc3n2)cc1 (stereo not given)
x | -8.65* | CNC(=O)c1nnsc1S(=O)(=O)c1ccc(Cl)cc1
0.1 | -1.93 | O=C(CN1C(=O)C2C3C=CC(C3)C2C1=O)N1CC=C(c2ccccc2)CC1 (stereo not given)
9.0 | 0.43 | COc1cc(C(=O)Nc2c(C(=O)O)[nH]c3ccc(C)cc23)cc(OC)c1OC
-0.3 | x | CC(=O)c1ccc(N2CCN(C(=O)C3CCN(S(=O)(=O)c4ccc(F)cc4)CC3)CC2)cc1
-0.6 | -1.44 | O=C(c1ccc(Cl)c([N+](=O)[O-])c1)N(Cc1ccc(F)cc1)C1CCS(=O)(=O)C1 (stereo not given)
-1.0 | 2.89 | O=C(CCCN1C(=O)/C(=C\c2ccccc2)SC1=S)Nc1ccc(C(=O)O)cc1
-0.6 | -0.08 | C/C(N)=C(\C#N)C(=O)NCCc1ccccn1
1.5 | 0.12 | Cc1nn(-c2ccccc2)c2sc(C(=O)NNC(=O)COc3ccccc3)cc12
0.1 | x | COc1ccc(S(=O)(=O)N(C)C[C@H]2Oc3ccc(NC(=O)C4CCCCC4)cc3C(=O)N([C@H](C)CO)C[C@@H]2C)cc1
-1.7 | -0.11 | COCCCNC(=O)Cn1c(=O)n(CC(=O)NCCc2ccc(OC)c(OC)c2)c(=O)c2sccc21
0.7 | 0.61 | Cc1cc(C(=O)NNC(=O)Cc2ccc(Cl)cc2)c(C)o1
x | 1.26 | COc1ccc(NC(=O)C(Cl)=C(Cl)Cl)cn1
-0.5 | 0.39 | Nc1nc(CSc2nc3ccccc3[nH]2)cs1
5.0 | -1.6 | CCOC(=O)C1(c2csc(N)n2)COC(=O)C1 (stereo not given)
-1.2 | 0.25 | CCCOc1ccc(N2C(=O)CC(N3CCCC(C(=O)N4CCCC4)C3)C2=O)cc1 (stereo not given)
-0.2 | -0.18 | COc1cc2[nH]c(=O)n(Cc3ccc(C(=O)NC4CCCC4)cc3)c(=O)c2cc1OC
0.1 | 3.33 | CCc1ccc2nc(N)sc2c1
5.0 | -0.02 | C=CCOc1cccc(CNCc2cccnc2)c1
0.5 | -0.08 | CCc1sc(C(=O)Nc2ncccc2C)cc1C
-1.0 | x | CCCCCCSc1ccc(-c2nc3ccc(Cl)cn3c2NCc2ccccc2)cc1
-0.5 | -2.53 | CC(C)(C)c1ccc(S(=O)(=O)N2CCC(N3CCCCC3)CC2)cc1
-1.1 | 0.5 | O=C(NCc1nnc2c(C(F)(F)F)cc(Cl)cn12)c1ccc(Br)o1
-1.9 | -0.56 | O=C1C=C(O)CC(c2ccco2)C1 (stereo not given)
-0.2 | 0.99 | O=C(CSCc1ccccc1Cl)NNC(=S)Nc1ccccc1
-2.0 | -1.33 | O=C(NCc1nnc2c(C(F)(F)F)cc(Cl)cn12)c1ccco1
-0.6 | 1.08 | CS(=O)(=O)c1ccc(NCCN2CCOCC2)c([N+](=O)[O-])c1
-0.5 | -0.29 | O=C(OCN1C(=O)c2ccccc2C1=O)c1cccnc1SC(F)F
-1.2 | -0.97 | Cc1cc(C)c(S(=O)(=O)Nc2cccc(-n3cnnn3)c2)c(C)c1
-0.8 | 0.7 | Cc1cc(C)c2c(NC(=S)Nc3ccccc3)n[nH]c2n1
-0.8 | -0.09 | CCOC(=O)c1c(C)[nH]c(C)c1S(=O)(=O)N1CCN(c2ccc(F)cc2)CC1
-0.6 | 0.55 | CCc1cc2c(=O)c(-c3ccc4c(c3)OCCO4)c(C)oc2cc1OS(C)(=O)=O
-1.1 | -0.01 | CNC(=O)CSc1nnc(-c2cccnc2)n1CCc1ccccc1
-0.4 | 1.62 | CN1CN=C(NS(=O)(=O)c2ccc([N+](=O)[O-])cc2)NC1
-1.5 | -1 | O=C(O)COc1ccc2c3c(c(=O)oc2c1)CCC3
-0.9 | 0.17 | COc1ccc(C(=O)N(C)Cc2ccccc2)cc1Br
-0.6 | -0.06 | O=c1cc(N2CCN(c3ccc(F)cc3)CC2)[nH]c(=O)n1Cc1ccc(F)cc1
-1.1 | 0.44 | CCN1CCN(C(=O)CS(=O)Cc2nc(-c3ccc(OC)cc3)oc2C)CC1 (stereo not given)
-3.0 | 1.93 | COc1ccccc1C(c1nnnn1C(C)(C)C)N1CCN(Cc2ccncc2)CC1 (stereo not given)
-2.4 | x | O=C(Nc1ccc(Br)cc1)C1CCCN(C2=NS(=O)(=O)c3ccccc32)C1 (stereo not given)
-0.4 | -0.26 | COc1ccc(S(=O)(=O)Cc2ccc(C(=O)NCc3cccs3)o2)cc1
-0.7 | 0.72 | O=C(NC1CCN(C(=S)Nc2ccccc2)CC1)C1CCCCC1

Additional compounds follow:
STK33 inh | Kir21 block | Structure
-0.4 | -0.02 | Cc1cc(C)nc(NC(=O)Cc2ccc(Br)cc2)n1
0.0 | -0.77 | COc1ccccc1OCC(=O)NCc1cccs1
3.3 | -0.72 | NC(=O)c1ccc(-c2ncc(-c3ccccc3)o2)cc1
-1.7 | -0.02 | CCCCc1nc(SCC(=O)Nc2ncccn2)n[nH]1
-0.3 | -0.23 | CCn1c(SCC(=O)NCc2cccs2)nnc1-c1ccco1

Screening results from PubChem BioAssay.
